Screening data: PubChem BioAssay, Broad Institute
ARNT TACC3 PPI: disruptors of human ARNT/TACC3 interaction | Q9Y6A5 | AlphaScreen His-ARNT PAS-B/GST-TACC3 binding, luminescence; TACC3 fragment carries E629A point mutation | inhibition, % at 9.99 µM | 390,000 tested, 0.66% active | AID 623870;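 active = mean inhibition of replicates at least 50% and at least half of replicates each reaching 50%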;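 note: 0% = complete ARNT plus TACC3 wells and 100% = ARNT alone without TACC3; many hits fall short of the cut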
E-sel inducer: induces E-selectin expression in human endothelial cells | P16581 | HUVEC E-selectin immunofluorescence imaging; normalized: neutral wells 0, TNF-alpha wells 100 | activation, % at 7.58 µM | 260,000 tested, 0.37% active;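 active = mean E-selectin-positive cell signal at least 10% of the positive control, reached in at least 60% of replicates, without over 20% cell loss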;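 note: in these data hits start at about 27%; measured in HUVEC primary endothelial cells; signal is the percent of cells scored E-selectin positive by PE staining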
Target sequence (P16581 whole entry, looked up): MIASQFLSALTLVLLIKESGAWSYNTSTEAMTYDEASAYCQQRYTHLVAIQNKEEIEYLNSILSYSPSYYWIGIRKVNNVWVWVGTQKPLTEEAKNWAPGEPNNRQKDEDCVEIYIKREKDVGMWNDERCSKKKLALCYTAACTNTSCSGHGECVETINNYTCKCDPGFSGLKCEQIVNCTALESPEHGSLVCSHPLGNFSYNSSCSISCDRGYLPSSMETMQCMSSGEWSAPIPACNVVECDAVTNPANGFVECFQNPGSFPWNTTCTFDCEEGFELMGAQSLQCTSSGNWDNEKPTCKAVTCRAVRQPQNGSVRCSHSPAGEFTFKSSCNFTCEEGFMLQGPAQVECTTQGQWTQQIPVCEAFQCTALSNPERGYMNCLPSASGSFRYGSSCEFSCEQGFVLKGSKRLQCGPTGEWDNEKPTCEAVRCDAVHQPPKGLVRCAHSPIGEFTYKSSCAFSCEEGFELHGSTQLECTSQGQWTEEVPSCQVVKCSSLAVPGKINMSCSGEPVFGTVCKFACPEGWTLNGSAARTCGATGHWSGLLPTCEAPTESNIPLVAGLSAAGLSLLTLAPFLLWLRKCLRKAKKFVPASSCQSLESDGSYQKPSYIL
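assay system = HUVEC, human umbilical vein endothelial cells | input = 3,000 HUVEC seeded per well | medium = EGM-2 growth medium on 0.1% gelatin-coated wells | dosing = one compound dose added by pin transfer | signal = immunofluorescence imaging | read-out basis = % PE-positive cells | control set = TNF-alpha, DMSO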
An asterisk follows results filed as active.

SMILES	ARNT TACC3 PPI	E-sel inducer
Cc1[nH]n(-c2ccccc2)c(=O)c1/C=N/NC(=O)c1ccoc1C	16	0.0
O=C(NCCc1ccc(Cl)cc1)c1cccnc1	-2	0.5
CCOc1ccc2nc(N3C(=O)/C(=C/c4ccc(Cl)cc4)NC3=S)sc2c1	-3	0.2
COC(=O)c1nn(-c2cccc(C)c2)c2nnc(Cc3ccc(C)cc3)c(=O)n12	-6	-0.7
O=C(COC(=O)c1ccc(S(=O)(=O)NCc2ccco2)cc1)Nc1ncc(Cl)cc1Cl	1	0.0
C=CCc1cc(/C=C2/NC(=O)N(CC)C2=O)cc(OCC)c1OCc1ccc(C(=O)O)cc1	-4	-0.4
CCOc1ccc(Nc2nc(Cl)nc(NCCO)n2)cc1	-5	-0.3
C/C(=N\NC(=O)COc1ccccc1F)c1cc2ccccc2o1	-11	0.1
Cc1cccc(NC(=O)CCSc2ccccn2)c1	-5	1.0
Cc1sc2nc(CN3CCOCC3)[nH]c(=O)c2c1-c1ccccc1	-1	-0.1
Cc1cc(C(=O)NCC(=O)OCC(=O)N(C2CCCCC2)C2CCCCC2)ccc1[N+](=O)[O-]	4	-0.3
CC(C)CC(=O)Nc1ccc(-c2nc3ccccc3c(=O)o2)cc1	8	-1.5
COc1cccc(-c2cc(C(=O)NCCCn3ccnc3)c3ccccc3n2)c1	5	-0.4
CCOC(=O)CC(NC(=O)c1cc2cc(Cl)cc(Cl)c2oc1=O)c1cccc([N+](=O)[O-])c1 (centres undefined)	-8	-0.2
CCC(C)(C(=O)NC1CCCC1)N(CC1CCCO1)C(=O)c1ccc2c(c1)OCO2 (centres undefined)	0	6.2
COC(=O)N/N=C/c1cc(OC)c(O)c([N+](=O)[O-])c1	-1	0.5
O=C(C[n+]1cc(-c2ccc(F)cc2)n2c1CCC2)OCc1ccccc1	-4	1.1
COc1ccccc1N(CC(=O)N/N=C(\C)c1cccc(Br)c1)S(C)(=O)=O	-4	-0.6
COc1ccc(-c2csc(/C=C/c3ccc4c(c3)OCO4)n2)cc1OC	-2	-0.1
Cc1ccc(/C=C/C(=O)Nc2nnc(C)s2)o1	2	-0.2
Cc1[nH]n(-c2ccccc2)c(=O)c1N=Nc1ccccc1C(=O)N1CCOCC1	3	0.0
Cc1ccc2cc(C#N)c(SCC(=O)N3CCCc4ccccc43)nc2c1	0	0.2
CN(C)c1nc(N2CCN(c3ccccc3)CC2)c(C#N)c(=O)o1	5	-1.3
O=C(CSc1ncccn1)N1CCN(C(=O)CSc2ncccn2)CC1	-28	2.8
N#Cc1c2c(c(NCCN3CCOCC3)n3c1nc1ccccc13)CCCC2	1	7.4
Cc1ccc(S(=O)(=O)/C(=C/Cl)NC(=O)c2ccccc2)cc1	1	-0.5
C=CCc1cc(OC)ccc1OCCOCCC(C(=O)OCC)C(=O)OCC	-27	-0.7
CNc1c(N=Cc2cccnc2)c(=O)n(C)c(=O)n1C	-8	-0.2
Cn1cccc1/C=N/NC(=O)C12CC3CC(CC(C3)C1)C2	5	0.0
O=C(CCN1C(=O)/C(=C\c2cccs2)SC1=S)Nc1nccs1	-4	2.4

Reformatted with two lines to a compound: entries from further up.
The line under a structure holds: ARNT TACC3 PPI	E-sel inducer
- COc1cccc(-c2cc(C(=O)NCCCn3ccnc3)c3ccccc3n2)c1
 : 5	-0.4
- CCOC(=O)CC(NC(=O)c1cc2cc(Cl)cc(Cl)c2oc1=O)c1cccc([N+](=O)[O-])c1 (centres undefined)
 : -8	-0.2
- CCC(C)(C(=O)NC1CCCC1)N(CC1CCCO1)C(=O)c1ccc2c(c1)OCO2 (centres undefined)
 : 0	6.2
- COC(=O)N/N=C/c1cc(OC)c(O)c([N+](=O)[O-])c1
 : -1	0.5
- O=C(C[n+]1cc(-c2ccc(F)cc2)n2c1CCC2)OCc1ccccc1
 : -4	1.1
- COc1ccccc1N(CC(=O)N/N=C(\C)c1cccc(Br)c1)S(C)(=O)=O
 : -4	-0.6
- COc1ccc(-c2csc(/C=C/c3ccc4c(c3)OCO4)n2)cc1OC
 : -2	-0.1
- Cc1ccc(/C=C/C(=O)Nc2nnc(C)s2)o1
 : 2	-0.2
- Cc1[nH]n(-c2ccccc2)c(=O)c1N=Nc1ccccc1C(=O)N1CCOCC1
 : 3	0.0
- Cc1ccc2cc(C#N)c(SCC(=O)N3CCCc4ccccc43)nc2c1
 : 0	0.2
- CN(C)c1nc(N2CCN(c3ccccc3)CC2)c(C#N)c(=O)o1
 : 5	-1.3
- O=C(CSc1ncccn1)N1CCN(C(=O)CSc2ncccn2)CC1
 : -28	2.8
- N#Cc1c2c(c(NCCN3CCOCC3)n3c1nc1ccccc13)CCCC2
 : 1	7.4
- Cc1ccc(S(=O)(=O)/C(=C/Cl)NC(=O)c2ccccc2)cc1
 : 1	-0.5
- C=CCc1cc(OC)ccc1OCCOCCC(C(=O)OCC)C(=O)OCC
 : -27	-0.7
- CNc1c(N=Cc2cccnc2)c(=O)n(C)c(=O)n1C
 : -8	-0.2
- Cn1cccc1/C=N/NC(=O)C12CC3CC(CC(C3)C1)C2
 : 5	0.0
- O=C(CCN1C(=O)/C(=C\c2cccs2)SC1=S)Nc1nccs1
 : -4	2.4

The list goes on:
SMILES	ARNT TACC3 PPI	E-sel inducer
O=C(Nc1ccc(F)cc1F)c1ccccc1-c1ccccc1	-1	-1.3
COc1ccc(C2=NN(CCC(=O)NCc3ccc4c(c3)OCO4)C(=O)CC2)cc1	-3	-0.2
CCOC(=O)N1C(=O)C2(CCCCC2)N(c2ccccc2Cl)C1=S	-13	-0.1
CC(C)(C)c1ccc(C(=O)N2CCCN(C(=O)c3ccc(C(C)(C)C)cc3)CC2)cc1	-11	1.5
O=C(Nc1ccc(F)cc1)c1ccccc1Oc1ccc(C(F)(F)F)cc1[N+](=O)[O-]	15	0.9
COC(=O)c1sc(-c2ccccc2)cc1NC(=O)c1cc(OC)cc(OC)c1	-3	0.1
COC(C(=O)Nc1ccc(S(=O)(=O)Nc2ccc(C)c(C)c2)cc1)c1ccccc1 (centres undefined)	21	0.3
CC(C)c1ccc(NC(=O)c2cc(S(=O)(=O)NCC3COc4ccccc4O3)ccc2F)cc1 (centres undefined)	13	0.0
CCOC(=O)C1=C(C)NC(C)=C(C(=O)OCC)C1c1ccc(OC)cc1	-6	-1.1
N/C(=N\OC(=O)CCC1CCCC1)c1cccnc1	-7	-0.7
O=C(O)CSc1nnc(-c2ccncc2)n1-c1ccc(Cl)cc1	-2	-0.2
Cc1cccc(CSCCNC(=O)Nc2ccccc2)c1	-4	-0.4
C/C(Cn1cnc([N+](=O)[O-])n1)=N\NC(=O)c1ccncc1	4	-0.8
CCNc1ccc(S(=O)(=O)N(C)C)cc1NCC(=O)Nc1ccccc1F	2	0.1
O=C(Nc1ccc(Nc2ccccc2)cc1)C(Cl)(Cl)Cl	-10	0.8
CC1=C(C(=O)Nc2ccc(C)cc2C)C(c2ccc(Cl)cc2)n2nc(C(=O)OC(C)C)nc2N1 (centres undefined)	1	0.1
COc1cc2c(cc1OC)CN(C(=S)Nc1c(C)cccc1C)CC2	-6	0.1
O=C(Nc1cccc(S(=O)(=O)N2CCCCC2)c1)c1ccc2ccccc2n1	4	0.6
NS(=O)(=O)c1ccc(CCNC(=O)NC2(C(F)(F)F)Oc3ccccc3O2)cc1	-15	-0.5
CC1(C)CC2CC(C)(CN2C(=O)COC(=O)CNC(=O)c2ccc(Cl)c(Cl)c2)C1 (centres undefined)	1	-1.7
Cc1cccc(C(=O)NNC(=O)c2ccccc2)c1	-7	0.7
Cc1ccc(-c2nnc(SCC(=O)N/N=C/c3c(C)nn(-c4ccccc4)c3C)n2-c2ccc(C)cc2)cc1	-2	-0.5
Cc1nn(C)cc1/C=N\NC(=O)Cc1ccc([N+](=O)[O-])cc1	-10	-0.5
CCCCCC(=O)Nc1sc(C)c(C)c1C#N	1	-0.1
Nc1c(C(=O)Nc2ccc(S(=O)(=O)N3CCCC3)cc2)sc2nc3cc4c(cc3cc12)CCC4	-12	-1.1
CC(=O)Nc1ccccc1NC(=O)CC(C)(C)C	-4	-1.9
COc1ccc(/C=C(\NC(=O)c2cccs2)C(=O)N2CCOCC2)cc1OC	-18	0.0
CC(=O)C1=C(O)C(=O)N(c2ccc(C(=O)O)cc2)C1c1ccccc1 (centres undefined)	-3	-1.0
Cc1ccnc(NC(=O)c2sc3ccccc3c2Cl)c1	-2	0.1
CCCCSc1nnc([C@H](CC(C)C)NC(=O)OC(C)(C)C)o1	-8	-1.8
Fc1ccc(NC(=S)Nc2ccccc2OC(F)F)cc1Cl	-1	2.2
C=CCSc1nc2sc(C)c(C)c2c(=O)n1N	0	0.3
CCOC(=O)C1C(=O)C=C(c2cccs2)CC1c1ccccc1C (centres undefined)	4	-0.1
C=CCn1cc(C(=O)NCCCOC)c(=O)c2cc(S(=O)(=O)N(CC)CC)ccc21	4	-0.8
N#Cc1ccc(OCC(=O)OCC(=O)NCCC2=CCCCC2)cc1	-4	-0.2
Cc1cc(NC(=O)COC(=O)c2c(C)nn(-c3ccccc3)c2C)no1	-3	0.4
COc1ccc(-c2cc(C(F)(F)F)nc(-n3cc(Cl)cn3)n2)cc1	-3	-0.3
CCOC(=O)/C(=N\Nc1ccc(Cl)cc1)Sc1nnc(-c2ccc(OC)cc2)n1C	-5	-0.2
COc1cc(/C=C(/C#N)C(=O)Nc2ccc(C)cc2)ccc1Oc1nc(Cl)ncc1F	-12	-0.3
O=C(N/N=C/c1cc(Br)ccc1O)c1cccc(N2CCCC2=O)c1	11	0.0
Cc1ccc(/C=N/Nc2ccc(Cl)c(C(=O)O)c2)s1	2	-0.1
Cc1ccc(C)c(NC(=S)NNC(=O)c2cc3c(s2)CCC(C)C3)c1 (centres undefined)	4	-0.2
CCOC(=O)c1cc(-c2ccc(C)cc2)n(CCC(=O)NCCCOC)c1C	5	1.2
CCOC(=O)c1sc2ccc(S(=O)(=O)N3CC(C)CC(C)C3)cc2c1N (centres undefined)	-18	-0.3
Cc1cc(C)c(C)c(Oc2ncnc(N)c2[N+](=O)[O-])c1	-4	-0.2
CCOc1ccc(NC(=O)c2cn(-c3ccc(OCC)cc3)c(=O)c3cc(OC)c(OC)cc23)cc1	-3	0.4
S=C(NCc1ccccc1)Nc1cccc(Cl)c1	-191	-0.7
COc1cc2nc(/C=C/c3cc(OC)c(OC)c(OC)c3)sc2cc1SC	-21	0.6
COc1ccc2c(c1)C1NC(=S)NC(C)(O2)C1C(=O)Nc1ccc(C)cc1C (centres undefined)	-11	-1.5
Cc1ccc(C)c(NC(=S)NNC(=O)c2csc(C)c2C)c1	-6	1.9
CCOC(=O)c1[nH]cnc1N=Nc1c(O)ccc2ccccc12	7	0.4
CCOc1ccc(NC(=O)CSc2ncnc3c2sc2ccccc23)cc1	28	0.0
Cc1cccc(NC(=S)N2CCCCCC2)c1	-4	-0.3
COc1cc(CN2CCSCC2)cc(OC)c1OC	-2	0.0
COc1ccc(CC(=O)Nn2c(-c3ccccc3)nc3ccccc3c2=O)cc1	-6	-0.3
C=CCn1c(N)c(C(=O)OCC)sc1=S	-1	-0.6
CC1CC1C(=O)Nc1nc(-c2cccs2)c(-c2cccs2)s1 (centres undefined)	1	0.3
CC(=O)C1C(c2cccc(F)c2)NC(=O)NC1(O)C(F)(F)F (centres undefined)	-2	0.0
Cc1ccc(C(=O)Nc2ccccc2Sc2ccccc2)cc1	-3	-1.2
CN1CCN(/C(=N\O)c2nonc2N)CC1	-1	0.7

(further entries)
SMILES	ARNT TACC3 PPI	E-sel inducer
CCOc1ccc(OCC)c(NC(=O)CSCC(=O)O)c1	2	-0.1
Cc1nnc(SCC(=O)N2CCc3ccccc3C2)s1	4	-0.8
CN1CCCN(C(=O)/C=C/c2ccc(F)cc2)CC1	-2	0.1
Cc1[nH]nc(SCC(=O)NCc2ccc(Cl)cc2)c1[N+](=O)[O-]	-1	-0.7
Cc1ccc(NC(=S)Nc2c(C)n(C)n(-c3ccccc3)c2=O)cc1	-3	1.3
COc1ccc(CNC(=O)c2ccccc2C(=O)O)cc1	-13	7.1
COc1ccc2[nH]c(=O)c(CN(CCO)S(=O)(=O)c3c(C)ccc4nsnc34)cc2c1	-2	0.0
CCOC(=O)C1CCN(c2c(-c3ccccc3)c3cc(Cl)ccc3[nH]c2=O)CC1	-1	0.1
COC(=O)c1ccc(CSc2nnc(NC(=O)C3CC(=O)N(c4ccc5c(c4)OCCO5)C3)s2)cc1 (centres undefined)	-19	-0.2
O=C(NCc1ccccc1)C1CCCN(S(=O)(=O)c2cccc3nonc23)C1 (centres undefined)	-6	0.3
Cc1ccc(-n2ncc3c(=O)n(Cc4ccccn4)cnc32)cc1C	-10	-0.5
O=C(Nc1cccc(S(=O)(=O)N2CCOCC2)c1)[C@@H]1CCCN1S(=O)(=O)c1ccc(Cl)cc1	5	0.3
Fc1ccc(CSc2ccc(-c3ccc4c(c3)OCO4)nn2)cc1	3	2.6
FC(F)Sc1ccc(-n2cc(-c3ccc(Cl)cc3)[n+]3c2CCC3)cc1	-1	1.7
CC(=O)NCCNC(=O)CNC(=O)c1ccc(Cl)cc1	-6	-0.4
CCSc1nnc(NC(=O)C(C)Sc2nc3ccccc3[nH]2)s1 (centres undefined)	-2	0.3

The list is partial, so the mix of outcomes need not match the whole.
